From PubChem
RGS4 block: inhibitors of human RGS4; P49798; 310,000 compounds, 0.45% hits; B-score at 10 µM; HEK293 M3R/RGS4 inducible, Fluo-4 calcium flux; active compounds read high; triggered by carbachol at its EC20;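 active means B-score, a plate-corrected calcium signal, over three deviations above library mean, with baseline fluorescence within five deviations of library mean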;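 further: RGS4 expression induced by doxycycline in cells with stable M3 receptor; B-score is computed from the integrated fluorescence ratio over baseline after carbachol; higher B-score means a larger calcium signal and so more RGS4 inhibition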
Target sequence (P49798 whole entry, looked up): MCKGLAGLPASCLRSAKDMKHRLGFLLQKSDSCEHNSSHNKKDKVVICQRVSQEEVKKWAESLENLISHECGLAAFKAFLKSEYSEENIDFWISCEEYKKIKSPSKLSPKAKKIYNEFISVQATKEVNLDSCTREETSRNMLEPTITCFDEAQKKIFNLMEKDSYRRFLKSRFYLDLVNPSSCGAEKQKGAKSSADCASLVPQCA
KCNK3 block: human KCNK3 channel inhibition, primary screen | CHO-KCNK3 thallium flux, FluxOR fluorescence; active compounds read low | B-score at 10 µM | 340,000 compounds, 0.84% hits | O14649;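 active means B-score under library mean minus 4 SD, starting fluorescence ratio at most library mean plus 5 SD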;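 further: more negative B-score means stronger inhibition of thallium flux through KCNK3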
Target sequence (O14649 whole entry, looked up): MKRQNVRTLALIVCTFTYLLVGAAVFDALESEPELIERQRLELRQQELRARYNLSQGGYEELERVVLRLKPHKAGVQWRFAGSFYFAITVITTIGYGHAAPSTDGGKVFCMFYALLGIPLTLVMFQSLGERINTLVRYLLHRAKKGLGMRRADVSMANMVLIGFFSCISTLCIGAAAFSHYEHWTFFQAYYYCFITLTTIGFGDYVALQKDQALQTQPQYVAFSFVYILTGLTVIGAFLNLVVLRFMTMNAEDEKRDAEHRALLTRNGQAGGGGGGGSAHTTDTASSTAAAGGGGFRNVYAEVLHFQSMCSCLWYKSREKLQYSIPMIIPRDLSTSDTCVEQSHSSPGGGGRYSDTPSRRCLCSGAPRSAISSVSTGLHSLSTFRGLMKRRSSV
TMEM16A inh: blocks the mouse calcium-activated chloride channel TMEM16A. 310,000 compounds, 1.2% hits. normalized B-score (activity score, 25-100; higher = stronger inhibition) at 10 µM. HEK293 TMEM16A/YFP iodide influx fluorescence, ionomycin. Q8BHY3;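 active means ratio plate-corrected score three or more library SD toward inhibition, starting fluorescence score within five deviations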;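 further: score derived from kinetic fluorescence span divided by baseline fluorescence per well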
hERG protect: shields human hERG channel from block by proarrhythmic agents. Q12809. CHO-hERG, FluxOR thallium flux, dofetilide IC70 present. activation (rescue from dofetilide block), less the hit threshold, % at 10 µM. 310,000 compounds, 0.51% hits;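 active means activation above the mean of controls blocked by dofetilide plus 5 SD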;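 further: thallium influx through hERG after potassium depolarization seen as dye fluorescence rise; in these data hits start at about 4.7%; inactives centre near -7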
KCNK9 inh: human KCNK9 channel inhibition | Q9NPC2 | HEK293 KCNK9, FluxOR thallium flux fluorescence; active compounds read low | B-score at 10 µM | 310,000 compounds, 1.2% hits | AID 488922;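 active means ratio B-score over 3 SD below the library mean, with starting fluorescence within 5 SD of its mean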;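 further: negative B-score means less thallium flux so channel inhibition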
MrgX1 PAM: allosterically activates human MrgX1 receptor signaling | Q96LB2 | MrgX1-HEK293, Fluo-4 calcium flux, FDSS; active compounds read high | B-score at 10 µM | 310,000 compounds, 0.63% hits | AID 588675;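 active means plate-corrected calcium response at least 3 library SD above typical, normal starting fluorescence, not activating the receptor alone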;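 further: compound read alongside a low EC10 to EC30 dose of BAM8-22 agonist; peak minus trough fluorescence over baseline measured at the second addition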
Target sequence (Q96LB2 whole entry, looked up): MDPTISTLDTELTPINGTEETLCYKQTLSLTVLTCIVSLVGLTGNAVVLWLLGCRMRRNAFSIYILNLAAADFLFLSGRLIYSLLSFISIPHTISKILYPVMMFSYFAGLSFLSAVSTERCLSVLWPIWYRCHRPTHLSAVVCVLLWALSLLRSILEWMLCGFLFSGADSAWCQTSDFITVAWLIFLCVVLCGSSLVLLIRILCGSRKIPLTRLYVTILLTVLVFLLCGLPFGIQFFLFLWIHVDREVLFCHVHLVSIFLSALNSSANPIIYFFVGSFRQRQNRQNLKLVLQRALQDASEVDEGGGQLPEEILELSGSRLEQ
MrgX1 agonist: agonists of human MrgX1 receptor | MrgX1-HEK293 cells, Fluo-4 calcium fluorescence, agonist mode; active compounds read high | 310,000 compounds, 0.44% hits | Q96LB2 | B-score at 10 µM;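 active means calcium response B-score plate-corrected fluorescence ratio at least 3 library SD, with starting fluorescence B-score inside 5 SD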
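System – MrgX1-expressing HEK293 cells · Incubation – cells plated overnight, dye loaded 0.5 h 37 °C, 0.5 h room temperature · Technique – kinetic Fluo-4 NW fluorescence of intracellular calcium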
KCNQ1 pot: potentiators or activators of human KCNQ1 potassium channel. P51787. CHO-K1 KCNQ1, thallium flux FluxOR fluorescence; active compounds read high. B-score at 10 µM. 310,000 compounds, 0.35% hits;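 active means fluorescence ratio B-score, a plate-corrected score, at least three library SD, with initial intensity B-score within 5 SD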
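System: Stable KCNQ1 CHO-K1 line | Incubation: 90 min dye loading and 20 min compound exposure, both at room temperature | Measure: Ratio B score | Medium: Assay buffer for compound exposure, DMSO matched across wells | Compound dosing: Single-concentration screen | Probe or stimulus: K+/Tl+ depolarizing stimulus | Measured by: Kinetic FluxOR fluorescence, 10 s baseline plus 110 s post-stimulus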
ANO1 activ: activators or potentiators of mouse TMEM16A chloride channel; Q8BHY3; HEK293 TMEM16A/YFP-H148Q/I152L, iodide quench fluorescence; active compounds read low; B-score at 10 µM; 340,000 compounds, 0.3% hits; AID 623877;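 active means fluorescence-ratio B-score plate-corrected deviation score at least 3 library SD below zero, with starting fluorescence score within 5 deviations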;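 further: channel opened by trigger with iodide after compound preincubation; score built on the fluorescence ratio of max minus min over baseline; more negative score means more quench and so TMEM16A activation or potentiation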
RGS4 pot: RGS4 potentiation or activation; HEK293 M3R/inducible RGS4, carbachol calcium flux Fluo4; active compounds read low; B-score at 10 µM; 310,000 compounds, 0.92% hits; AID 463111;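 active means B-score of the integrated calcium signal more than 4 SD below the library mean, with starting fluorescence not abnormally high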;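 further: negative B-score means reduced calcium response which marks RGS4 activation or potentiation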
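Test system: HEK293 cells with stable M3R and inducible RGS4; also added: carbachol at ECmax as muscarinic agonist stimulus; schedule: dye loading 30 min 37 °C, buffer rest 30 min RT; technique: kinetic calcium fluorescence imaging with Fluo4-AM dye, 2 µM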
KCNQ1 block: inhibitors of human KCNQ1 potassium channel | P51787 | CHO-K1 KCNQ1, FluxOR thallium flux fluorescence; active compounds read high | B-score at 10 µM | 310,000 compounds, 1.3% hits | AID 2642;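 active means compounds whose thallium flux B-score, printed positive for inhibition, exceeds three library SD while starting fluorescence stays within three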;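 further: channel opened by potassium depolarization with thallium stimulus after 20 min compound exposure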
The depositor's hits bear a star; i = inactive; / = no result given.

SMILES | RGS4 block | KCNK3 block | TMEM16A inh | hERG protect | KCNK9 inh | MrgX1 PAM | MrgX1 agonist | KCNQ1 pot | ANO1 activ | RGS4 pot | KCNQ1 block
Cn1c(=O)c(=O)n(C)c2cc(S(=O)(=O)N3CCN(C4CCCCC4)CC3)ccc21 | i | i | i | -3.8 | i | i | i | i | i | i | i
CC(C)(C)NC(=O)CSc1nnc(-c2ccncc2)n1Cc1ccccc1 | i | i | i | -1.6 | i | i | i | i | i | i | i
O=C(CCc1nc2ccccc2c(=O)[nH]1)N1CCCc2ccccc21 | i | i | i | -4.8 | i | i | i | i | i | i | i
CCCCn1c(N)c(S(=O)(=O)c2ccc(C)cc2)c2nc3ccccc3nc21 | i | i | i | -7.8 | i | i | i | i | i | i | 14*
N#C/C(=C\c1ccc[nH]1)C(=O)NCC1CCCO1 (centres undefined) | i | i | i | -6.0 | i | 7.83* | i | i | i | i | i
C=CCn1c(NCc2ccc(OC)cc2)nc2ccccc21 | i | i | i | 1.9 | i | i | i | i | i | i | i
CCN(CC)C(=O)/C=C/c1ccc(OC)c(S(=O)(=O)N2CCCCC2)c1 | i | i | i | -11.1 | i | i | i | i | i | i | i
CCOc1ccc(CNc2cccc(SC)c2)cc1 | i | i | i | -4.6 | i | i | i | i | i | i | i
CCOC(=O)c1c[nH]c2c(C(F)(F)F)cccc2c1=O | i | i | i | -1.2 | i | i | i | i | i | i | i
CC1=CCC2COC(c3ccc[n+](Cc4ccccc4)c3)C1C2 (centres undefined) | i | i | i | -10.4 | i | i | i | i | i | i | i
Cc1cccc(-n2c(=O)[nH]c3c(C(N)=O)nc(-c4ccccc4Cl)nc32)c1 | i | i | i | -8.9 | i | i | i | i | i | i | i
CC(C)(C)OC(=O)NN=C(c1ccc(O)cc1)c1ccc(O)cc1 | i | i | i | -2.6 | i | i | i | i | i | i | i
COc1cccc(-n2ccnc2SCC(=O)Nc2cc(C)on2)c1 | i | i | i | 0.4 | i | i | i | i | i | i | i
CC(C)(C)C(=O)Nc1nnc(SCc2ccc(F)cc2)s1 | i | i | i | -8.5 | i | i | i | i | i | i | i
CCOC(=O)Cn1nnc2c(sc3nc4c(c(-c5ccccc5)c32)CCC4)c1=O | i | i | i | -5.5 | i | i | i | i | i | i | i
Cc1ccc(Cl)cc1NC(=O)CCS(=O)(=O)c1cccc2nonc12 | i | i | i | -6.4 | i | i | i | i | i | i | i
O=S(=O)(NC1CCCCC1N1CCN(c2ccccc2F)CC1)c1ccc(Cl)cc1 (centres undefined) | i | i | i | -4.9 | i | i | i | i | -39.7* | i | i
COc1ccc(S(=O)(=O)N2CCOC23CCN(S(=O)(=O)c2ccc(C)cc2)CC3)cc1 | i | i | i | -13.1 | i | i | i | i | i | i | i
CC(C)CNC(=O)c1cc([N+](=O)[O-])ccc1N1CCOCC1 | i | i | i | -5.7 | i | i | i | i | i | i | i
CCc1ccc(-n2c(SCc3cc(=O)n4cc(Br)ccc4n3)nc3[nH]ncc3c2=O)cc1 | i | i | i | -4.0 | i | i | i | i | i | i | i
CC(C)(C)NC(=O)C(=O)NNC(=O)c1ccc(C(C)(C)C)cc1 | i | i | i | 14.9* | i | i | i | 20* | i | i | i
CCCC1=NN(c2ccc([N+](=O)[O-])cc2)C(=O)/C1=C\N(C)C | i | i | i | -5.2 | i | i | i | i | i | i | i
CCCn1c(=O)c2c(C(F)(F)F)cc(-c3cccs3)nc2n(CCC)c1=O | i | i | i | -4.5 | i | i | i | i | i | i | i
CC(C)(C)c1nc[nH]c(=O)c1Br | i | i | i | -4.6 | i | i | i | i | i | i | i
CCc1ccc(N2C(=O)CC(Cn3nc(C)cc3C)C2=O)cc1 (centres undefined) | i | i | i | 1.2 | i | i | i | i | i | i | i
The results go on:
SMILES | RGS4 block | KCNK3 block | TMEM16A inh | hERG protect | KCNK9 inh | MrgX1 PAM | MrgX1 agonist | KCNQ1 pot | ANO1 activ | RGS4 pot | KCNQ1 block
Cc1ccc(OCCn2cc(Br)c(=O)[nH]c2=O)cc1 | i | i | i | 2.3 | i | i | i | i | i | i | i
CCC(CC)C1=NN2C(=N)/C(=C/c3ccc(OC(=O)c4ccco4)cc3)C(=O)N=C2S1 | i | i | i | -3.6 | i | i | i | i | i | i | i
Cc1cccc(NC(=O)Cc2ccc(F)cc2)c1 | i | i | i | -6.2 | i | i | i | i | i | i | i
O=C(CSc1nnc(CNC(=O)c2c(F)cccc2Cl)o1)NCc1ccccc1 | i | i | i | -8.8 | i | i | i | i | i | i | i
CCOc1ccc(-c2ncncc2-c2ccccc2OC)c(O)c1 | i | i | i | -6.9 | i | i | i | i | i | i | i
O=C(CN1C(=O)COc2ccccc21)NCCN1CCOCC1 | i | i | i | -7.3 | i | i | i | i | i | i | i
Cn1c(Cc2ccccc2)nnc1SCc1nc2ccccc2c(=O)[nH]1 | i | i | i | -2.2 | i | i | i | i | i | i | i
Cc1nnc(NC(=O)CSc2ccccn2)s1 | i | i | i | -13.1 | i | i | i | i | i | i | i
N#CC(c1ccc(Cl)cc1)N1CCOCC1 (centres undefined) | i | i | i | -3.9 | i | i | i | i | i | i | i
O=C(CC12CC3CC(CC(C3)C1)C2)N1CCN(S(=O)(=O)c2cccs2)CC1 | i | i | i | -6.5 | i | i | i | i | i | i | i
O=C1Nc2ccccc2Nc2ccc([N+](=O)[O-])cc21 | i | i | i | -9.7 | i | i | i | i | i | i | i
Cc1c(Cl)cccc1NC(=S)NCCCN(C)C | i | i | i | -10.1 | i | i | i | i | i | i | i
O=C1C2C3c4ccccc4C(Br)(c4ccccc43)C2C(=O)N1c1ccccc1O (centres undefined) | i | i | i | -13.9 | i | i | i | i | i | i | i
CCCCNC(=O)Nc1cc(C(=O)OC)ccc1Cl | i | i | i | -4.4 | i | i | i | i | i | i | i
O=C(Nc1ccc(S(=O)(=O)Nc2ncccn2)cc1)c1ccc(N2CCCC2=O)cc1 | i | i | i | -11.7 | i | i | i | i | i | i | i
Cc1ccc(OCC(=O)N/N=C\c2c(C)[nH]n(-c3ccccc3)c2=O)c([N+](=O)[O-])c1 | i | i | i | -14.5 | i | i | i | i | i | i | i
O=C(O)Cc1n[nH]c(=O)c2ccccc12 | i | i | i | -7.0 | i | i | i | i | i | i | i
COC(=O)C1=C(C)N(Cc2ccc(C)cc2)C(=O)/C1=C\c1ccc(O)c(OC)c1 | i | i | i | -20.5 | -8.92* | i | i | i | i | i | i
NC(=O)[C@H]1CC2(CC(c3cccc(NC(=O)COc4ccc(Cl)cc4)c3)=NO2)CN1C(=O)C(c1ccccc1)c1ccccc1 (some centres undefined) | i | i | i | -5.6 | i | i | i | i | i | i | i
CCOc1ccccc1-n1cnc(C#N)c1N | i | i | i | -3.2 | i | i | i | i | i | i | i
CC(C)(C)NCCCOc1ccc(Cl)cc1C(C)(C)C | i | / | i | -16.0 | i | i | i | i | / | i | i
CCOC(=O)C(C)Sc1nc2c([nH]c3ccccc32)c(=O)n1C (centres undefined) | i | i | i | -2.3 | i | i | i | i | i | i | i
Cn1c(O)c(N=Nc2ccccc2)c2ccccc21 | i | i | i | 0.9 | i | i | i | i | i | i | i
CCOc1ccc(S(=O)(=O)NCCC(=O)NC2CCN(Cc3ccccc3)CC2)cc1 | i | i | i | -10.8 | i | i | i | i | i | i | i
N#C/C(=C\c1ccccc1Cl)C(=O)NC(=O)Oc1ccccc1 | i | i | i | -8.7 | i | i | i | i | i | i | i
(continued)
SMILES | RGS4 block | KCNK3 block | TMEM16A inh | hERG protect | KCNK9 inh | MrgX1 PAM | MrgX1 agonist | KCNQ1 pot | ANO1 activ | RGS4 pot | KCNQ1 block
CCOc1ccccc1NC(=O)CSc1nnc(CNC(=O)COc2ccc(Cl)cc2)o1 | i | i | i | -7.4 | i | i | i | i | i | i | i
CCC(C)NC(=O)CN(c1cc(C)cc(C)c1)S(=O)(=O)c1c(C)[nH]c(=O)[nH]c1=O (centres undefined) | i | i | i | -4.8 | i | i | i | i | i | i | i
Cc1ccc(C)c(N2CCN(C(=O)CC3Sc4ccccc4NC3=O)CC2)c1 (centres undefined) | i | / | i | -15.9 | i | i | i | i | / | i | i
Cc1csc(SCC(=O)c2ccc(S(=O)(=O)N3CCOCC3)cc2)n1 | i | i | i | -12.6 | i | i | i | i | i | i | i
COc1ccc(C(=O)OCC(=O)NC(=O)CCSc2ccccc2)cc1 | i | i | i | -10.9 | i | i | i | i | i | i | i
Cc1ccc(C(=O)N/C(=C\C=C\c2ccccc2)C(=O)NCc2ccco2)cc1 | i | i | i | -5.1 | i | i | i | i | i | i | i
O=C(O)c1ccccc1NC(=S)NC(=O)c1sc2ccccc2c1Cl | i | i | i | -3.7 | i | i | i | i | i | i | i
CCC1CCCCN1C(=O)CCc1nnc(Cc2c[nH]c3ccccc23)o1 (centres undefined) | i | i | i | -8.4 | i | i | i | i | i | i | i
Cc1nc2c(sc3nc4c(cc32)COC(C)(C)C4)c(=O)o1 | / | i | i | / | / | i | i | / | i | / | /
CCC(C)(C)NC(=O)C(c1ccc(C)o1)N(C(=O)c1csnn1)c1cccc(F)c1 (centres undefined) | i | i | i | -12.5 | i | i | i | i | i | i | i
O=C(c1cncc(Br)c1)N1CCc2ccccc2C1 | i | i | i | -1.0 | i | i | i | i | i | i | i
COc1cc(C(=O)N/C(=C\c2cn(C)c3ccccc23)C(=O)NCCCN2CCOCC2)cc(OC)c1OC | i | i | i | -5.4 | i | i | i | i | i | i | i
CCn1nc(CC(=O)Nc2nnc(CC(=O)N3CCOCC3)s2)c2ccccc2c1=O | i | i | i | -5.8 | i | i | i | i | i | i | i
O=C(NCc1nc(-c2ccc(Cl)cc2)no1)c1ccco1 | i | i | i | -5.8 | i | i | i | i | i | i | i
CCCOc1ccc(C(=O)Nc2ccc(C)cc2[N+](=O)[O-])cc1 | i | i | i | -1.7 | i | i | i | i | i | i | i
COc1ccc(N(CC(=O)NCc2ccc3c(c2)OCO3)S(=O)(=O)c2c(C)nn(C)c2C)cc1 | i | i | i | -9.1 | i | i | i | i | i | i | i
CCCCCCSc1ccc(-c2nc3ccc(C)cn3c2NCc2ccccc2)cc1 | i | i | i | -14.0 | i | i | i | i | i | i | i
Cc1cc(C)n(/N=C\c2c(O)ccc3ccccc23)c(=O)c1C(N)=O | i | i | i | -15.6 | i | i | i | i | i | i | i

This is a random part of the collection (roughly 6.3% active in at least one column).
